Wnt bcat act: activators of Wnt/beta-catenin signaling; activation, % at 9.35 µM; AID 743398; actives 1.2% (n = 300,000); Wnt/beta-catenin reporter cell assay, activator, plate reader; in the data active = activation above about 30%, passing the limit was not always enough;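 also: 0% = neutral control wells and 100% = positive control wells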
Arrestin-AP2 inh: inhibitors of human beta-arrestin and AP2 interaction. FITC-arrestin peptide / GST-AP2 beads, flow cytometry; AP2 beta2 appendage carries R879A mutation. inhibition, % at 10 µM. actives 0.31% (n = 340,000);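 active = inhibition above a set limit, near 3 SD of compounds lacking own fluorescence, cut at about 54% in these data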;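 also: plate controls were DMSO wells for no effect and 5 µM unlabelled arrestin peptide for full effect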
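Assay system: GST-AP2 R879A bound to glutathione beads, E. coli-expressed; Medium: PBS with 0.05% Tween 20 and 0.1% BSA; Also added: fluorescein-tagged arrestin peptide at 50 nM final; Timing: 12 min plus 1 h, RT; Measured by: flow cytometry, FL1 (488/535 nm); Evaluation: percent drop in bead-associated FITC signal.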
C-LANA FP: KSHV C-LANA DNA binding inhibition. inhibition, % at 9 µM. MBP-C-LANA/FAM-LBS DNA binding, fluorescence polarization. AID 504423. actives 0.078% (n = 340,000);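 active = highest replicate inhibition at or above 60% at 9 µM, even if other replicates fall short; inactive = all replicates below 60% inhibition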;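 also: 0% = neutral control wells and 100% = 4 µM acridine orange control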
OPRM1-OPRD1 inv: inverse agonists of human mu-delta opioid receptor heterodimerization | actives 0.21% (n = 340,000) | P35372+P41143 | inhibition, % at 9.3 µM | cell-based MOR-DOR heterodimer luminescence, inverse agonism; in the data active = inhibition above about 22%, passing the limit was not always enough;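 also: 0% = cells with DMSO and 100% = wells without cells with DMSO; values of inactives mirror those of a sister screen read the other way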
RTF Ca sens act: increases calcium sensitivity of human cardiac regulated thin filaments. P19429+P45379. IANBD-labeled TnC RTF fluorescence at EC20 calcium; 0% EC20 calcium, 100% full calcium. activation, % at 7.2 µM. actives 0.24% (n = 340,000). AID 493008;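 active = activation above the mean over all tested compounds plus 3 SD, cut at about 30% in these data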;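 also: rise in fluorescence read as greater calcium sensitivity of cardiac thin filaments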
Cardiac RTF inh: cardiac RTF calcium desensitization; inhibition, % at 7.15 µM; actives 0.12% (n = 340,000); IANBD-labeled cardiac RTF, Ca2+ fluorescence; P19429+P45379;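 active = inhibition above the mean inhibition of all tested compounds plus 3 SD, cut at about 17% in these data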;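 also: assay run at fixed EC70 calcium of 1.6 mM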
Keap1-Nrf2 PPI: inhibitors of human Keap1-Nrf2 protein-protein interaction; Keap1 Kelch-Nrf2 peptide fluorescence polarization, 1536-well; inhibition, % at 9.4 µM; actives 0.15% (n = 340,000); in the data active = inhibition above about 12%;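 also: human Keap1 Kelch domain with fluorescein labeled Nrf2 9mer peptide probe; 0% = neutral control wells and 100% = peptide positive control; higher means more block of Keap1 binding to Nrf2 peptide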
DSG3 Ab inh: blocks pemphigus antibody binding to human desmoglein-3; P32926; binding (percent of control), % at 10 µM; actives 0.48% (n = 310,000); DSG3-coupled beads, scFv-anti-DSG3-GFP binding, flow cytometry; active compounds read low;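 active = binding more than 3 SD below its plate's average and above zero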;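 also: hits lower antibody fragment binding to DSG3; some compounds called inactive have numbers as strong as hits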
Target sequence (P32926 whole entry, looked up, the tested form may be a part): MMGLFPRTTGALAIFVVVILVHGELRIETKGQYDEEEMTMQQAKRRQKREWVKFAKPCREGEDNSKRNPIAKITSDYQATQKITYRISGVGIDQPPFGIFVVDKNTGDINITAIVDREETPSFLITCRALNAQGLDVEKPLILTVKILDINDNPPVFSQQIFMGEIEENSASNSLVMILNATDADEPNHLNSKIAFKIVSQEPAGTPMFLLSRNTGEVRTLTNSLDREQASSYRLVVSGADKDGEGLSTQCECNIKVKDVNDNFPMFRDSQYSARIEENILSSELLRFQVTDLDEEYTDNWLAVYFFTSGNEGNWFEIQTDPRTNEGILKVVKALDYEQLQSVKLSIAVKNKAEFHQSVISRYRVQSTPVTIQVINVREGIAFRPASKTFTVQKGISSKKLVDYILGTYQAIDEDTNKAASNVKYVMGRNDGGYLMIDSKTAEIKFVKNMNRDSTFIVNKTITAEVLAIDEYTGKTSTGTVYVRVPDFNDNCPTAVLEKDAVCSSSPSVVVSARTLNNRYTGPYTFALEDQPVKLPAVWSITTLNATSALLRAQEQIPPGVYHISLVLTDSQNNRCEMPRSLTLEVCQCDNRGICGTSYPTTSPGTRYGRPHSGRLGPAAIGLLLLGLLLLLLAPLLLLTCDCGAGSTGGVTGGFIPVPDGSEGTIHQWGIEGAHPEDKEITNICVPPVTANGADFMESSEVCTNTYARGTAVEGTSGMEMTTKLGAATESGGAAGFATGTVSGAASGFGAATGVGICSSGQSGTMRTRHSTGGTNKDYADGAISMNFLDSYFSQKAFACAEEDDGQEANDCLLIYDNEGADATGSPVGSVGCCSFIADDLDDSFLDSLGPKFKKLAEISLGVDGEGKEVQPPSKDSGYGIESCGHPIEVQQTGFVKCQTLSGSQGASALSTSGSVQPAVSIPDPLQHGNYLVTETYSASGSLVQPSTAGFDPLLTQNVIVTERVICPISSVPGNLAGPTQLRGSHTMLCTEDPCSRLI
V-ATPase pH: regulators of yeast V-ATPase proton transport; S. cerevisiae, pHLuorin cytosolic pH fluorescence; response, % at 10 µM; actives 0.37% (n = 350,000); AID 504577; in the data active = response mostly above about 7.3%, no sharp cut-off; inactive = mostly below about 5.4%; also: actives read high; inactives centre near 0; some compounds called inactive have numbers as strong as hits; reference of the scale not given here
OPRM1-OPRD1 ag: OPRM1-OPRD1 heterodimerization agonism; P35372+P41143; cells, luminescence; activation, % at 9.3 µM; actives 0.3% (n = 340,000); in the data active = activation above about 18%;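 also: 0% = vehicle-treated cells and 100% = reference agonist; values of inactives mirror those of a sister screen read the other way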
Active calls of the source: *; x = no result given.

SMILES	Wnt bcat act	Arrestin-AP2 inh	C-LANA FP	OPRM1-OPRD1 inv	RTF Ca sens act	Cardiac RTF inh	Keap1-Nrf2 PPI	DSG3 Ab inh	V-ATPase pH	OPRM1-OPRD1 ag
O=C(Nc1ccc(O)cc1)/C(=C\c1ccncc1)NC(=O)c1ccccc1	0	9	1.7	-9	0	-5	-4	103	-2	1.8
Cc1cccc(C(=O)Oc2ccc3ccc(O)cc3c2)c1	-1	4	0.2	-12	-1	-15	4	137	0	2.5
O=C(COC(=O)Cc1ccsc1)NC(c1ccccc1)c1ccccc1	x	18	-0.2	11	-1	4	4	102	-1	-2.1
CCN(CC)S(=O)(=O)c1ccc2c(c1)N(CC(=O)NCCCN1CC(C)CC(C)C1)C(=O)CO2 (centres undefined)	0	7	0.5	-3	2	-10	-3	112	1	0.6
COCCCNC(=O)CCS(=O)(=O)Cc1ccc(C)cc1	x	-3	-1.1	7	5	-12	1	99	2	-1.1
CCOc1ccc(S(=O)(=O)N2CCCCCC2)cc1	x	17	-0.7	-17	3	-9	-1	109	8	3.0
CCN(CC(=O)Nc1ccc2c(c1)OCCO2)C(=O)/C=C/c1cccc(OC)c1OC	16	0	-0.4	-13	4	-11	0	109	-4	2.1
CCOC(=O)CNC(=S)N(Cc1cccs1)C1CCCC1	-13	2	0.9	4	-1	-6	0	97	-2	-0.6
COc1ccc(CN2CC(=O)N3[C@H]4c5ccc(OC)cc5OC[C@@H]4[C@H](c4ccccc4)[C@]3(C)C2=O)cc1	-2	-1	2.3	3	-1	-17	-2	104	3	-0.5
COc1ccc(-c2[nH]ncc2CN(C)C(C)c2ccncn2)c(F)c1 (centres undefined)	0	1	-0.9	7	2	-1	-1	104	0	-1.4
CCCn1c(=O)c(C(=O)NCc2ccc3c(c2)OCO3)c(O)c2ccccc21	-1	4	1.7	10	1	-7	-1	129	0	-2.0
COC(=O)CNC(=O)c1nn(-c2cccc(OC)c2)c(=O)c2ccccc12	0	3	1.6	18	2	-3	0	105	0	-4.4
CCOC(CCn1c(SCc2ccc([N+](=O)[O-])cc2)nc2ccccc2c1=O)OCC	0	6	0.3	12	-3	3	0	97	-3	-2.1
COC(C[C@H](O)[C@@H](C)[C@H](O)COCc1ccccc1)OC	-4	8	-0.2	-10	10	-10	-6	106	4	1.9
O=c1c(-c2ccc(Br)cc2)[n+]([O-])c2ccccc2n1OCc1ccccn1	-6	3	2.0	11	1	-7	2	100	-2	-2.1
CCN(CC)C(=O)COc1ccc2oc(C)c(C(=O)OC(C)C)c2c1	-2	-9	-0.1	3	0	-3	-4	100	-4	-0.5
O/N=C/c1nc2cc(Cl)ccc2o1	4	0	-1.7	11	5	-4	-2	108	-4	-2.3
Cc1ccc(-c2n[nH]c3c2CCC3)cc1	2	1	3.3	-4	-4	-16	1	99	-1	0.6
COC(=O)[C@@H](NC(=O)Nc1ccc(OC(F)(F)F)cc1)C(C)C	x	3	-1.4	-2	3	-2	-3	106	0	0.3
O=c1cc2c(nn1Cc1ccccc1Cl)-c1ccccc1CC2	x	22	2.3	-3	-5	4	-1	x	2	0.6

Next part, overlapping the part above by 3 compounds.
SMILES	Wnt bcat act	Arrestin-AP2 inh	C-LANA FP	OPRM1-OPRD1 inv	RTF Ca sens act	Cardiac RTF inh	Keap1-Nrf2 PPI	DSG3 Ab inh	V-ATPase pH	OPRM1-OPRD1 ag
Cc1ccc(-c2n[nH]c3c2CCC3)cc1	2	1	3.3	-4	-4	-16	1	99	-1	0.6
COC(=O)[C@@H](NC(=O)Nc1ccc(OC(F)(F)F)cc1)C(C)C	x	3	-1.4	-2	3	-2	-3	106	0	0.3
O=c1cc2c(nn1Cc1ccccc1Cl)-c1ccccc1CC2	x	22	2.3	-3	-5	4	-1	x	2	0.6
CSCCC(NC(=O)c1ccccc1Cl)C(=O)N1CCN(c2ccccn2)CC1 (centres undefined)	-3	-6	2.3	15	0	-9	3	x	-6	-2.8
O=C(c1ccc(N2CCCS2(=O)=O)cc1)N1CCN(c2ccc(F)cc2)CC1	1	2	1.6	0	3	-17	3	x	-17	0.0
CC(C)Cn1c(-c2ccc(F)cc2)n[nH]c1=S	-1	1	0.0	15	7	-4	-5	96	0	-2.7
O=C(Nc1ccc(S(=O)(=O)Nc2ccccn2)cc1)C(F)(F)F	-1	-33	-0.7	9	3	-1	3	104	-1	-1.8
CC(C)Oc1ccc(C(=O)Nc2ccc(S(=O)(=O)N3CCN(C)CC3)cc2)cc1	-3	11	1.0	5	3	-4	0	111	0	-1.0
COc1cccc(C(=O)NCCCNC(=O)c2ccccn2)c1	-2	-9	-0.1	2	-4	-12	-4	x	1	-0.2
Cn1c(CC(=O)c2ccc(Br)cc2)[n+](C)c2ccccc21	-2	-3	-0.5	5	3	-8	-2	115	-1	-1.1
O=C(NCCCN1CCOCC1)c1cc(-c2ccccc2F)no1	4	-6	-1.3	5	-10	-7	-5	x	1	-1.0
O=C(CCCc1nc2ccccc2s1)NCc1ccccc1F	1	0	1.1	-32	0	-9	-8	97	-1	4.9
O=C(Nc1ccc(Br)cc1)C1C2C=CC3(O2)C1C(=O)N(CCN1CCOCC1)C3C(=O)NC1CCCCC1 (centres undefined)	-1	-1	0.3	-1	-13	5	3	x	-1	0.2
CCOc1ccc(OCC(=O)OCC(=O)NCC2CCCO2)cc1 (centres undefined)	2	5	0.9	13	-5	0	-3	90	2	-3.0
O=C(Cn1nc2ccccc2n1)N/N=C/c1cc(Cl)cc([N+](=O)[O-])c1O	0	3	-0.3	27	-4	4	-1	105	0	-5.1
COc1ccc(Br)cc1CNC(=O)C1CCCN(S(C)(=O)=O)C1 (centres undefined)	-3	1	-0.1	15	-3	-1	-6	100	2	-2.7
Cc1ccc(NC(=O)CCc2nnc(SCC(=O)Nc3ccccc3C)n2C)cc1Cl	-6	-7	2.3	0	4	-20	-2	100	3	0.1
C/C(CCc1ccc2c(c1)OCO2)=N\NC(=O)c1ccc(C)cc1C	1	27	0.4	-9	12	-6	-4	98	-2	1.7
COc1ccc(-n2ccnc2CN2CCCC(CO)(Cc3cccc(OC)c3)C2)cc1 (centres undefined)	-3	3	-3.0	-2	0	-7	-3	112	4	0.3
COc1ccccc1NC(=O)N1CCN(c2ccnc3cc(Cl)ccc23)CC1	-3	9	0.0	10	-6	-5	-7	108	1	-1.9
Cc1ccc(-c2nc(CSc3nc4ccccc4c(=O)n3C)cs2)cc1	-3	6	0.8	-7	-5	-1	2	104	4	1.3
COCCn1c(Sc2ccccc2)nc2c1c(=O)[nH]c(=O)n2C	-8	-6	1.3	6	5	5	-6	x	6	-0.9
O=C(NCc1ccco1)C(=O)NCC1OCCN1S(=O)(=O)c1ccc(Br)cc1 (centres undefined)	-2	10	0.0	-2	3	-16	0	88	-1	0.2
Cc1cc(C)n(C(=O)CNC(=O)Cc2ccccc2)n1	x	-6	1.1	1	1	1	-3	98	3	-0.2
CCOC(=O)c1ccc(COC(=O)CCc2nc(-c3ccccc3)c(-c3ccccc3)o2)cc1	-4	26	1.1	3	-2	2	2	101	-3	-0.6
COc1ccc(CNCc2c(C(=O)N(C)C)nc3ccc(Cl)cn23)c(OC)c1	-3	2	0.3	-3	-1	-10	-3	105	1	0.4
Cc1cc(C)cc(N(CC(=O)NCC2CCCO2)S(=O)(=O)c2c(C)noc2C)c1 (centres undefined)	-4	8	-0.3	7	-2	-2	3	110	1	-1.4
O=C(N/N=C/c1ccc2c(c1)OCO2)c1ccc(Cl)cc1Cl	0	23	0.2	-7	-5	-8	0	x	0	0.9
CCOc1cc(C#N)c(NC(=O)Cn2nnc3ccccc32)cc1OCC	-4	14	0.1	5	-2	-9	1	x	-2	-1.0
COc1cccc(-c2nn3c(-c4cccc(C)c4)nnc3s2)c1	x	-3	-1.1	-3	-2	-6	-2	95	-3	0.6
O=C(COc1cccc(Cl)c1)Nc1ccccc1N1CCCCC1	0	-13	2.1	-2	-15	-13	0	97	-1	0.4
O=C(c1ccc(S(=O)(=O)Cc2cc(F)ccc2F)c([N+](=O)[O-])c1)N1CCCCC1	x	-3	-3.0	-17	-4	-14	-1	93	-1	2.7
O=C(CN1C(=O)C2C3C=CC(C3)C2C1=O)NCCc1ccccc1 (centres undefined)	x	13	-0.5	-3	3	-10	-4	106	2	0.6

Compounds from the list above that contain a Cl atom, in the order listed:
SMILES	Wnt bcat act	Arrestin-AP2 inh	C-LANA FP	OPRM1-OPRD1 inv	RTF Ca sens act	Cardiac RTF inh	Keap1-Nrf2 PPI	DSG3 Ab inh	V-ATPase pH	OPRM1-OPRD1 ag
O/N=C/c1nc2cc(Cl)ccc2o1	4	0	-1.7	11	5	-4	-2	108	-4	-2.3
O=c1cc2c(nn1Cc1ccccc1Cl)-c1ccccc1CC2	x	22	2.3	-3	-5	4	-1	x	2	0.6
CSCCC(NC(=O)c1ccccc1Cl)C(=O)N1CCN(c2ccccn2)CC1 (centres undefined)	-3	-6	2.3	15	0	-9	3	x	-6	-2.8
O=C(Cn1nc2ccccc2n1)N/N=C/c1cc(Cl)cc([N+](=O)[O-])c1O	0	3	-0.3	27	-4	4	-1	105	0	-5.1
Cc1ccc(NC(=O)CCc2nnc(SCC(=O)Nc3ccccc3C)n2C)cc1Cl	-6	-7	2.3	0	4	-20	-2	100	3	0.1
COc1ccccc1NC(=O)N1CCN(c2ccnc3cc(Cl)ccc23)CC1	-3	9	0.0	10	-6	-5	-7	108	1	-1.9
COc1ccc(CNCc2c(C(=O)N(C)C)nc3ccc(Cl)cn23)c(OC)c1	-3	2	0.3	-3	-1	-10	-3	105	1	0.4
O=C(N/N=C/c1ccc2c(c1)OCO2)c1ccc(Cl)cc1Cl	0	23	0.2	-7	-5	-8	0	x	0	0.9
O=C(COc1cccc(Cl)c1)Nc1ccccc1N1CCCCC1	0	-13	2.1	-2	-15	-13	0	97	-1	0.4
